Screening data as filed in PubChem BioAssay.
eIF4E 4G PPI – eIF4E–eIF4G protein interaction inhibitors, primary screen, biochemical, uHTS, TR-FRET, eIF4GI fragment; Eukaryotic translation initiation factor 4E (Mus musculus) + Eukaryotic translation …; TR-FRET eIF4E-eIF4GI(517-606) binding, 2 h; inhibition, % at 21.7 µM; actives 0.37% (n = 220,000); AID 782, 2007;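 active = inhibition above about 30%, limit read from the data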;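 also: 0% = full FRET control wells and 100% = background wells lacking eIF4GI fragment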
PGE2 EP2 inh – human EP2 receptor antagonists, primary screen, TR-FRET cAMP, C6 glioma cells; actives 0.52% (n = 260,000); Prostaglandin E2 receptor EP2 subtype (Homo sapiens), P43116; inhibition, % at 25 µM; C6 glioma cells expressing human EP2; cells stimulated with saturating PGE2;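 active = percent inhibition above 40 after rounding to a whole number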;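 also: rat C6 glioma host cells with rolipram phosphodiesterase inhibitor present; the protocol text gives 20 µM as final concentration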
EP2 modulator – EP2 receptor modulators, cAMP readout, primary screen, cell-based, HTRF cAMP, PGE2 stimulation; Prostaglandin E2 receptor EP2 subtype (Homo sapiens), P43116; EP2-expressing cells, cAMP HTRF FRET, PGE2 co-stimulation; induction, % at 25 µM; actives 0.83% (n = 260,000); AID 940, 2007;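 active = compounds whose cAMP rise, as percent of the full-agonist control response, exceeds 60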;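 also: rat C6 glioma line stably carrying human EP2 under a CMV promoter; the protocol text gives 20 µM as final concentration; 100% = response of wells given 1 µM PGE2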
Starred values were filed as active, the others as inactive; & = joins results of further samples; [ ] = dose if it differs, or a comment. This is a subset (hit frequency here may not be typical).

molecule,eIF4E 4G PPI,PGE2 EP2 inh,EP2 modulator
CC1(OC(=O)C2CCCC2)C(=O)C=C2C=C(c3ccsc3)N(C3CCCC3)C=C2C1=O (centres undefined),1,18,4
CCCCCC(=O)Nc1cccc(C2=NOC3(C2)C[C@@H](C(N)=O)N(C(=O)Cc2ccc([N+](=O)[O-])cc2)C3)c1 (some centres undefined),-2,16,-9
CCc1nnc(NC(=O)CCC(=O)N2CCN(CCc3ccccc3)CC2)s1,-3[fluorescence artefact?],13,-3
CC(=O)C1=C(C)N(Cc2ccccc2)C(=O)N[C@H]1c1ccco1,1,7,3
CC(=O)N1c2ccccc2N(Cc2ccc(C)cc2C)C(=O)C1(C)C,-2,10,12
C=C1C(=O)C=C[C@]2(C)C[C@@H]3OC(=O)[C@](C)(O)[C@H]3C[C@@H]12,-1,25,14
CC1CCc2nn(CC(=O)Nc3c(F)cc(F)cc3Br)cc2C1 (centres undefined),3,9,1
OC1O[C@H](c2ccc3c(c2)OCO3)[C@H]2CO[C@H](c3ccc4c(c3)OCO4)[C@@H]12 (some centres undefined),2,9,-13
COC(=O)C1=C(C(=O)OC)[C@@H]2N(C)c3ccc(OC)cc3[C@@]23C[C@@H](C(=O)OC)N(C(=O)C2CCC2)C3=N1,5,16,15
Cc1cc(-c2cc(-c3ccc(Cl)cc3)on2)nc(NC2CCCC2)n1,5,8,19
COC(=O)CCCC1=CC2=C(c3ccccc3)C(=O)C(C)(OC(=O)C3CCCC3)C(=O)C2=CN1Cc1ccco1 (centres undefined),0,16,-7
CCOc1ncccc1C(=O)Nc1ccccc1C(=O)NCc1ccc2c(c1)OCO2,-3,3,27
C=CC1C(OC2OC(CO)C(O)C(O)C2O)OC=C(C(=O)OC)C1CC1CC(=O)CC(CC(=O)CCc2ccc(O)cc2)O1 (centres undefined),-17,12,-8
C#CCO[C@@H]1C[C@H](n2cnc3c(=O)[nH]c(NC(=O)C(C)C)nc32)O[C@@H]1CO,-6,15,17
COC(=O)CCCC1=CC2=C(c3ccccc3)C(=O)C(C)(OC(=O)C3CCCC3)C(=O)C2=CN1CC1CC1 (centres undefined),89*,15,-21
Cc1nc(C(=O)NCc2ccccc2)sc1C1(C)CC(c2ccccc2)=NO1 (centres undefined),2,-1,12
Cc1cccc(CN2C[C@]34C=C[C@@H](C[C@@H]3S2(=O)=O)O4)c1,-1,20,26
COC(=O)[C@@H]1C[C@H]2CC[C@H](O)C[C@H]2N1Cc1ccccc1OC(=O)c1cccs1,-7,11,26
COC1=C(C)C(O)=C(C(=O)/C=C/c2ccccc2)C(=O)C1(C)C,-2,4,-18
CC(C)C[C@H](NC(=O)c1nc[nH]c1C(=O)N1CCN(c2ccccc2)CC1)C(=O)OCc1ccccc1,-4,16,36
CC[C@@H]1CC=C[C@H]2[C@H]1C(=O)N(Cc1ccccc1)[C@H]2c1ccoc1,-4,17,-13
COC(=O)CCC(=O)OC1(C)C(=O)C=C2C=C(C3CC3)N(CC(C)C)C=C2C1=O (centres undefined),-4,7,18
NC(=O)C1(N2CCCCC2)CCN(C(=O)CCCn2c(=O)[nH]c3ccsc3c2=O)CC1,1[fluorescence artefact?],6,9
C=C1CCN([C@H](C(=O)Nc2ccc(OC)cc2)C(C)C)S(=O)(=O)c2ccccc21,4,15,7
O=C(Nc1ccccc1)c1cc([N+](=O)[O-])ccc1Cl,-15,12&16,-7&17
Cc1ccc(-n2nnnc2SCC(=O)c2cc(C)n(CC3CCCO3)c2C)cc1 (centres undefined),-2[fluorescence artefact?],11,-22
CCN(CC)CCC(c1ccc(N(C)C)cc1)c1c(OC)cc(OC)c2ccc(=O)oc12 (centres undefined),5,4,3
Cc1nn(Cc2ccccc2)c2c1C(c1ccncc1)C(C#N)=C(N)O2 (centres undefined),-1,16,14
Cc1ccc(-c2[nH]c3cc(C(=O)NCCCn4ccnc4)ccc3c(=O)c2O)cc1,-2,29,3
O=C1NC[C@@H](Cc2ccc(O)cc2)N(CCc2cccc3ccccc23)C1=O,2,29,8

The list goes on; it opens with the three that closed the last part.
molecule,eIF4E 4G PPI,PGE2 EP2 inh,EP2 modulator
Cc1nn(Cc2ccccc2)c2c1C(c1ccncc1)C(C#N)=C(N)O2 (centres undefined),-1,16,14
Cc1ccc(-c2[nH]c3cc(C(=O)NCCCn4ccnc4)ccc3c(=O)c2O)cc1,-2,29,3
O=C1NC[C@@H](Cc2ccc(O)cc2)N(CCc2cccc3ccccc23)C1=O,2,29,8
C#CCOCCOCCOCCNc1nc(OC)nc(N2CCN(C(=O)[C@H](CCCCN)n3cc(C(N)CO)nn3)CC2)n1 (some centres undefined),0,12,17
CC(=O)c1ccc([C@H]2C[C@@]34CN(C(=O)OC(C)(C)C)S(=O)(=O)[C@H]3C[C@H]2O4)cc1,-3,-5,-19
NC(=O)CC(NC(=O)Cc1ccc(Br)cc1)c1ccc(NCCc2ccccc2F)c([N+](=O)[O-])c1 (centres undefined),0,24,-18
O=C(N[C@@H](Cc1ccccc1)C(=O)OCc1ccccc1)c1nc[nH]c1C(=O)N1CCc2ccccc2C1,-4,7,35
COc1ccc(C2C3C=CCC(c4cccc(-c5ccc(C)cc5)c4)C3C(=O)N2Cc2ccccc2)cc1Cl (centres undefined),-7,15,7
O=C(NCc1ccc(C(F)(F)F)cc1)C1CC(c2ccccc2C(F)(F)F)=NO1 (centres undefined),-1,13,-34
CCCCC1=CC2=CC(=O)C(C)(OC(=O)CC)C(=O)C2=CN1Cc1ccco1 (centres undefined),4,7,3
CCOC(=O)c1ccc(NC(=O)c2nc[nH]c2C(=O)N2CCN(C(=O)OC(C)(C)C)CC2)cc1,-2,9,-14
CC(C)[C@@H](CO)NC(=O)c1ccc2c3n(nc2c1)-c1ccccc1CO3,-1,9,-10
O=C1C2C(c3ccccc3)CC=CC2[C@H](c2ccc3ccccc3c2)N1Cc1ccccc1 (some centres undefined),-1,11,2
C=CCNC(=O)c1onc(CSc2ccncc2)c1C(=O)NCC=C,-7,4,-5
O=C(C1CCN(S(=O)(=O)c2cccc3cccnc23)CC1)N1CCCC1,3,15,9
COc1ccc(-c2c([C@H]3[C@@H]4C=CCC[C@@]4(C)C(=O)N3Cc3ccccc3)ccc3ccccc23)cc1OC,-6,10,16
COc1ccc([C@@H]2C[C@H](c3ccccc3)Oc3cc(OC)c(OC)c(OC)c32)cc1,8,13,13
COC(=O)c1ccc(C2C(C(=O)Nc3ccc(C)cc3C)=C(C)Nc3ncnn32)cc1 (centres undefined),-2[fluorescence artefact?],13,-2
COc1ccc2cc1Oc1ccc(cc1)C[C@H]1c3cc(c(OC)cc3CCN1C)Oc1c(O)c(OC)cc3c1[C@H](C2)N(C)CC3,-13,27,-13
C[C@H](NC(=O)OCc1ccccc1)C(=O)NNC(=O)[C@H](Cc1ccccc1)NC(=O)OC(C)(C)C,-2,8,-13
CC(C)(C)OC(=O)NCCCC[C@H](NC(=O)c1nc[nH]c1C(=O)NC1CCN(C(=O)OC(C)(C)C)CC1)C(=O)OC(C)(C)C,-3,-1,8
CN1CCC(=O)N(CCSc2ccc(Br)cc2)CC1,0,6,6
COc1cc(O)c(C(CC(=O)N2CCCC2)c2ccc3c(c2)OCO3)c(OC)c1 (centres undefined),0,4,18
CC(C)CN1C=C2C(=O)C(C)(OC(=O)C3CCCC3)C(=O)C=C2C=C1c1ccsc1 (centres undefined),1,18,-11
O=C(c1ccoc1)N1CCC2(CC1)Oc1ccc(F)cc1C(=O)C21CC(c2cccnc2)=NO1 (centres undefined),-2,10,1
O=c1ccn(Cc2ccccc2)cc1,-2,9,-6
COc1ccccc1NC(=O)C(C)Sc1nnnn1C (centres undefined),0[fluorescence artefact?],14,16
O=C(O)c1cccc(COc2ccccc2Cl)c1,6,8,4
O=C(OCn1nnc2ccccc2c1=O)c1cc2ccccc2o1,98*,10,0
CC(C)C(=O)N1CCC2(CC1)Oc1ccc(F)cc1C(=O)C21CC(c2ccccc2)=NO1 (centres undefined),1,5,20
CC(C)CCNC(=O)c1onc(CSc2ccc(F)c(F)c2)c1C(=O)NCCC(C)C,-2,8,29
NC1=NC[C@H](CC2CCCCC2)N1CCc1cc(C(F)(F)F)cc(C(F)(F)F)c1,1,13,-16
COCC(=O)O[C@]1(CCN(C)CCCc2nc3ccccc3[nH]2)CCc2cc(F)ccc2[C@@H]1C(C)C,-17,23&12,5&-15

molecule,eIF4E 4G PPI,PGE2 EP2 inh,EP2 modulator
C=CCC(COCc1ccccc1)NS(=O)(=O)c1ccccc1Br (centres undefined),1,9,23
CC1(OC(=O)c2cccs2)C(=O)C=C2C=C3CCCN3C=C2C1=O (centres undefined),24,9,-24
NC(=O)CC(NC(=O)c1ccc(Br)cc1)c1ccc(NCCc2ccc(F)cc2)c([N+](=O)[O-])c1 (centres undefined),-2,22,-29
COc1ccc(C(CC(=O)N2CCCCC2)c2c(OC)cc(OC)c3ccc(=O)oc23)cc1 (centres undefined),2,18,9
CCC(=O)Nc1ccc(S(=O)(=O)N2CCc3ccccc3C2)cc1,6,14,-7
COCCN1C=C2C(=O)C(C)(OC(=O)CCc3ccccc3)C(=O)C=C2C=C1c1ccc(C#N)cc1 (centres undefined),-10,12,-7
COc1cc2c(ccc3cc(OC)c(OC)c(O)c32)cc1O,24,18,7
O=C(/C=C/c1ccc(O)c(O)c1)O[C@H](Cc1ccc(O)c(O)c1)C(=O)O,16,1,11
Cc1cccc(CNc2ccc(C(CC(N)=O)NC(=O)c3cccc(Br)c3)cc2[N+](=O)[O-])c1 (centres undefined),-6,25,-4
CC(O)[C@H]1CNC(=O)C(=O)N1CCc1cccc(F)c1 (some centres undefined),2,14,7
Oc1cc(O)c2c(c1)O[C@H](c1ccc(O)c(O)c1)[C@@H](O)C2,-20,17&11,7&12
CN1C[C@@H]2C(c3ccccc3)C3(c4ccccc4)CC2(C3)[C@H]1c1ccccc1 (some centres undefined),0,10,10
CCCCC1=CC2=C(c3ccco3)C(=O)C(C)(OC(=O)c3ccc(OC)cc3)C(=O)C2=CN1Cc1ccccc1 (centres undefined),5,11,0
CC1(OC(=O)C2CCCC2)C(=O)C=C2C=C(c3ccsc3)N(CCN3CCOCC3)C=C2C1=O (centres undefined),-3,8,-8
COC(C[C@@H]1O[C@@H]1C(=O)COCc1ccccc1)OC,-3,18,18
CC#CCN1c2ccccc2[C@]23C[C@@H](C(=O)OC)N(C(=O)c4ccco4)C2=NC(C(=O)OC)=C(C(=O)OC)[C@H]13,0,1,-16
CN1C(=O)c2ccccc2NC(=O)[C@]12O[C@@H]2c1cccc(O)c1,-15,15,23
O=C1NC[C@@H](Cc2cccc3ccccc23)N(CC2CCCCC2)C1=O,-2,9,35
COC(C[C@H]1O[C@H]1[C@H](O)[C@@H](C)OCc1ccccc1)OC,-5,11,-16
Cc1c(C(=O)N2CC3(CC(c4cccc(NC(=O)CC(c5ccccc5)c5ccccc5)c4)=NO3)C[C@@H]2C(N)=O)cc([N+](=O)[O-])cc1[N+](=O)[O-] (some centres undefined),-5,12,8
O=C1CCN(S(=O)(=O)c2ccccc2)CCN1CCOCc1ccc(C(F)(F)F)cc1,-1,19,-7
O=C1NC[C@H](Cc2ccc(O)cc2)N(CC2CCCCC2)C1=O,-2,12,23
CN(C)c1ccnc2c[cH-]cc12.[Fe].c1ccc(-[c-]2[c-](-c3ccccc3)[c-](-c3ccccc3)[c-](-c3ccccc3)[c-]2-c2ccccc2)cc1 (centres undefined),41*,12&9,-23&-19
CC(C)(C)OC(=O)NCCCC[C@H](NC(=O)c1[nH]cnc1C(=O)Nc1ccc(Cl)cc1)C(=O)OC(C)(C)C,-2,13,7
CCN(CC)C(=O)CC(c1ccc2c(c1)OCO2)c1c(O)cc(OC)cc1OC (centres undefined),-6,8,30
COc1cc(OC)c2c(-c3ccccc3)cc(=O)oc2c1C(CCN1CCCC(C)C1)c1ccc2c(c1)OCO2 (centres undefined),-2,23,-9
O=C(NCc1ccccc1)c1onc(CSc2ccccc2)c1C(=O)NCC1CC1,-6,13,12
O=C(O)C1=C[C@@H](c2ccc(F)cc2)C[C@@H](OCCCCO)O1,4,10,-13
NC(=O)CC(NC(=O)Cc1cccc2ccccc12)c1ccc(N2CCC(Br)CC2)c([N+](=O)[O-])c1 (centres undefined),1,12,-11
COc1ccc([C@@H]2C[C@@H](c3ccccc3)Oc3cc(OC)cc(OC)c32)cc1,0,-1,15
Nn1nnc2ccccc21,-14,16&12,21&27
CCN1C(=O)N(S(=O)(=O)C(F)(F)F)[C@@H](c2ccccc2)C(C(=O)OC)=C1C,-5,3,4
Cc1nc2sc(C(c3ccc(Cl)cc3)N3CCN(CCO)CC3)c(O)n2n1 (centres undefined),-18,8,22
